L929 necroptosis: L929 zVAD cell death inhibition | L929 zVAD necroptosis rescue, ATP luminescence, 24 h; with zVAD 60 µM | viability rescue, % at 10 µM | 0.38% of 220,000 active;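 active = activation, scaled between plate controls, above about 75%, limit read from the data; inactive = activation under that limit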;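 note: 0% = zVAD with DMSO and 100% = DMSO alone without zVAD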
Wee1 degr inh: human Wee1 degradation inhibition, primary screen; HeLa Luc-Wee1K328M stability, luciferase luminescence; 100% = proteasome inhibitor MG132 effect; 1.2% of 220,000 active; reporter increase, % at 5 µM;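 active = activation above the mean of all tested compounds plus 3 SD, set per screening run, cut at about 8.8% in these data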;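 note: cells exposed to compound for 20 h before luminescence read; 0% = DMSO alone and 100% = MG132 at 30 µM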
PPC-1+TRAIL kill: compounds killing PPC-1 cancer cells with TRAIL present (potentiator screen, no TRAIL-free arm) | 0.41% of 220,000 active | cell killing (% activity), % at 4 µM | PPC-1 cells + TRAIL, ATPLite viability luminescence;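 active = cell killing above 50% in the first pass at 4 µM, then a duplicate retest at 5 µM averaging 50% or more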;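 note: plate controls were cells with TRAIL plus DMSO for no effect and medium-only wells lacking cells for full effect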
TNF death inh: blocks TNF-alpha induced death of Jurkat FADD-/- cells; 0.068% of 220,000 active; activation (protection from cell death), % at 10 µM; Jurkat FADD-/- TNF necroptosis rescue, ATP luminescence, 24 h; 0 = TNF only, 100 = no-TNF cells;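 active = activation, meaning protection from cell death, of at least 50% relative to plate controls; inactive = activation below 50%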;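 note: necroptosis triggered by 40 ng/mL TNF-alpha added together with compound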
FXIa inh: inhibitors of human coagulation factor XIa. inhibition, % at 5 µM. 0.14% of 220,000 active. purified FXIa, Boc-Glu-Ala-Arg-AMC fluorogenic substrate;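 active = inhibition of at least 40%; inactive = inhibition below 40%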;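 note: fluorescence of freed AMC excited at 355 nm; 0% = enzyme without compound and 100% = no enzyme blank; many of its hits are not listed in these tables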
Target sequence (P03951 19-387 limits assumed): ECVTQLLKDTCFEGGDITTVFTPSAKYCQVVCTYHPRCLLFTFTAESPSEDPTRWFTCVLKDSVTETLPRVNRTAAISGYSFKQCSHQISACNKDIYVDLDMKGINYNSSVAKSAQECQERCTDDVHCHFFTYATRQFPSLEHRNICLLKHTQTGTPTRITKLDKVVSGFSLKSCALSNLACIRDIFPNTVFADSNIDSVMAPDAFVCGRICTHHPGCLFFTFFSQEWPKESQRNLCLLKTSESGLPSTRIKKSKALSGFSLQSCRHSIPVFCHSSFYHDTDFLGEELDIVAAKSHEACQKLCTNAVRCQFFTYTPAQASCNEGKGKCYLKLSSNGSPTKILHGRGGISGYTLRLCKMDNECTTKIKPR
Target sequence (P03951 388-625 limits assumed): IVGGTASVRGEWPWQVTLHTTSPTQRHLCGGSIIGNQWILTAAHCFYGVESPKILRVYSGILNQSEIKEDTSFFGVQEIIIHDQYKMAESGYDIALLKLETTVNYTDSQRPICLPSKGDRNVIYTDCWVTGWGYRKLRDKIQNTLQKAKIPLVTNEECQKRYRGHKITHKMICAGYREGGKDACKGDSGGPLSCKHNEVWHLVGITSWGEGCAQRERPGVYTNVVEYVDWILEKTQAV
CHOP inh: inhibitors of CHOP induction in ER stress response; AID 2732; 3.8% of 220,000 active; CHO-K1 CHOP-promoter luciferase, tunicamycin-induced, 15-18 h; inhibition, % at 10 µM;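 active = compounds that reduced the stress-induced luciferase reporter signal by more than about 70% of percent inhibition, limit read from the data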;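 note: 0% = tunicamycin plus vehicle and 100% = wells without tunicamycin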
FXIIa inh 1536: inhibitors of human coagulation factor XIIa; P00748; purified FXIIa, Boc-QGR-AMC fluorogenic substrate, 2 h; inhibition, % at 5 µM; 0.3% of 220,000 active; in the data active = inhibition above about 40%;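 note: 0% = enzyme with no compound and 100% = blank without enzyme; many of its hits are not listed in these tables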
EP2 antag: EP2 receptor (human) inhibition; P43116; C6 glioma cells expressing human EP2, cAMP TR-FRET; cells stimulated with saturating PGE2; inhibition, % at 25 µM; 0.52% of 260,000 active; AID 1422;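 active = percent inhibition above 40 after rounding to a whole number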;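 note: rat C6 glioma host cells with rolipram phosphodiesterase inhibitor present; the protocol text gives 20 µM as final concentration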
Target sequence (P43116 whole entry, looked up): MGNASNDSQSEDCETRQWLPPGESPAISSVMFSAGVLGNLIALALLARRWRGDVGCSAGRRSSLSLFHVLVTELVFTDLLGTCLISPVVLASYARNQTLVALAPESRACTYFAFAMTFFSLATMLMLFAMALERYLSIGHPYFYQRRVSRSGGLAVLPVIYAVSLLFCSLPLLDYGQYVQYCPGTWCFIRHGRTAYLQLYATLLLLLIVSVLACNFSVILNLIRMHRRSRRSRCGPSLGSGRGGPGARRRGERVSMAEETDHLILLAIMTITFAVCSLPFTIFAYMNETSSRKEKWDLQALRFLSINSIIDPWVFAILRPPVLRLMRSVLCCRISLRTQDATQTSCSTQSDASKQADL
Tb hexokinase: blocks Trypanosoma brucei hexokinase 1 activity; 0.11% of 220,000 active; recombinant TbHK1, G6PDH-coupled NADH A340; inhibition, % at 10 µM;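 active = inhibition of 50% or more in the single-dose primary screen; inactive = inhibition below 50%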
* hit, by the source's call.

Screening C/C(=N\NC(=O)c1ccc(C)cc1)C1C(=O)c2ccccc2C1=O returned L929 necroptosis 0.6, Wee1 degr inh 1.9, PPC-1+TRAIL kill 17.2, TNF death inh -2.2, FXIa inh 11.3, CHOP inh -24.9, FXIIa inh 1536 20.3, EP2 antag 8.9 and Tb hexokinase -8.2.
Cc1cc(NC(=O)CSc2nnc(-c3cccnc3)n2Cc2ccccc2)no1 was read as L929 necroptosis 1.5, Wee1 degr inh 2.8, PPC-1+TRAIL kill -19.1, TNF death inh 1.7, FXIa inh -2.3, CHOP inh 2.1, FXIIa inh 1536 3.9, EP2 antag 14.2 and Tb hexokinase -1.7.
Cc1ccc(CC(CC(=O)O)C(=O)NCc2ccccc2)cc1 (stereo not given) was read as L929 necroptosis 0.9, Wee1 degr inh -1.0, PPC-1+TRAIL kill 17.6, TNF death inh 1.1, FXIa inh -2.2, CHOP inh -0.8, FXIIa inh 1536 -0.1, EP2 antag 7.3 and Tb hexokinase 15.3.
Screening Cc1ncc([N+](=O)[O-])n1CCOC(=O)c1ccc(Br)cc1 returned L929 necroptosis 1.8, Wee1 degr inh -2.0, PPC-1+TRAIL kill 11.3, TNF death inh 0.6, FXIa inh -6.4, CHOP inh 19.9, FXIIa inh 1536 -1.6, EP2 antag 2.0 and Tb hexokinase -5.4.
O=C(NCC1(c2ccccc2)CCOCC1)c1ccc(Br)o1 was read as L929 necroptosis -0.1, Wee1 degr inh -2.1, PPC-1+TRAIL kill 15.1, TNF death inh -11.4, FXIa inh 3.9, CHOP inh 19.2, FXIIa inh 1536 18.1, EP2 antag 9.8 and Tb hexokinase -0.7.
For O=C1OC(c2ccccc2)=C/C1=C/N1CCOCC1 the results were L929 necroptosis -0.9, Wee1 degr inh 1.3, PPC-1+TRAIL kill 9.6, TNF death inh -1.2, FXIa inh 4.1, CHOP inh 36.1, FXIIa inh 1536 6.2, EP2 antag 3.5 and Tb hexokinase -32.8.
O=C(NCc1ccc2c(c1)OCO2)c1nnc(Cc2ccc(Cl)cc2)o1 was read as Wee1 degr inh 2.2, PPC-1+TRAIL kill 8.2, TNF death inh 1.4, FXIa inh -1.5, CHOP inh 16.0, FXIIa inh 1536 4.2, EP2 antag 9.5 and Tb hexokinase -0.4.
For COc1ccc2cc(/C=N/NC(=O)CN(c3ccccc3)S(=O)(=O)c3ccccc3)c(Cl)nc2c1 the results were L929 necroptosis 1.5, Wee1 degr inh -0.9, PPC-1+TRAIL kill 4.6, TNF death inh 1.0, FXIa inh 9.8, CHOP inh -1.5, FXIIa inh 1536 12.4, EP2 antag 10.3 and Tb hexokinase -20.0.
For COc1cccc(-c2[nH]nc3c2C(c2ccsc2)C(C#N)=C(N)O3)c1 (stereo not given) the results were L929 necroptosis 0.2, Wee1 degr inh -1.9, PPC-1+TRAIL kill 15.7, TNF death inh -6.2, FXIa inh 6.9, CHOP inh 13.0, FXIIa inh 1536 9.3, EP2 antag 8.8 and Tb hexokinase -4.5.
Screening O=C(Nc1nccs1)C(NS(=O)(=O)c1ccc(Br)s1)c1ccccc1 (stereo not given) returned L929 necroptosis 0.6, Wee1 degr inh -1.3, PPC-1+TRAIL kill 20.3, TNF death inh 0.6, FXIa inh -3.6, CHOP inh 8.9, FXIIa inh 1536 -2.7, EP2 antag 10.3 and Tb hexokinase 7.4.
For O=C(NC1=NCCS1)c1cccc(S(=O)(=O)N2CCCCC2)c1 the results were L929 necroptosis 2.4, Wee1 degr inh -2.8, PPC-1+TRAIL kill 12.0, TNF death inh 0.4 and Tb hexokinase -2.2.
Screening O=C(Nc1ccccc1C(=O)N1CCOCC1)c1ccc(F)cc1 returned L929 necroptosis 1.1, Wee1 degr inh 3.4, PPC-1+TRAIL kill 20.1, TNF death inh 0.3, FXIa inh 1.8, CHOP inh -0.6, FXIIa inh 1536 13.1, EP2 antag 7.5 and Tb hexokinase 1.5.
For CC1CC(C)(C)NC(=S)N1CCCC(=O)N1CCN(c2ccccc2F)CC1 (stereo not given) the results were L929 necroptosis 0.2, Wee1 degr inh 1.0, PPC-1+TRAIL kill -7.8, TNF death inh 0.8, FXIa inh 1.4, CHOP inh 6.1, FXIIa inh 1536 6.7, EP2 antag 9.0 and Tb hexokinase 28.4.
`O=C(O)C1CN(C(=O)c2cccc(Br)c2)C1` gave L929 necroptosis 0.7, Wee1 degr inh 8.0, PPC-1+TRAIL kill -18.6, TNF death inh 0.6, FXIa inh 3.8, CHOP inh 8.8, FXIIa inh 1536 11.3, EP2 antag 4.2 and Tb hexokinase -10.9.
COc1ccc(OCC(O)CNC(=O)c2sccc2Cl)cc1 (stereo not given) was read as L929 necroptosis 0.4, Wee1 degr inh -0.1, PPC-1+TRAIL kill 10.4, TNF death inh 0.6, FXIa inh 2.0, CHOP inh 4.1, FXIIa inh 1536 9.2, EP2 antag 6.9 and Tb hexokinase 5.9.
Cc1ccc(S(=O)(=O)n2cnc3cc([N+](=O)[O-])ccc32)c(C)c1 was read as L929 necroptosis 1.4, Wee1 degr inh -0.5, PPC-1+TRAIL kill 5.4, TNF death inh 2.0, FXIa inh 9.4, CHOP inh -1.4, FXIIa inh 1536 11.7, EP2 antag 7.2 and Tb hexokinase -0.3.
For CSCC[C@H](NC(=O)OC(C)(C)C)c1nnc(SCC(=O)Nc2c(C)cccc2C)o1 the results were L929 necroptosis 0.2, Wee1 degr inh -3.8, PPC-1+TRAIL kill -4.4, TNF death inh 0.4, FXIa inh -8.0, CHOP inh 16.2, FXIIa inh 1536 -5.2, EP2 antag 3.9 and Tb hexokinase 51.3*.
Screening COc1ccc(Nc2nc(N)nc(C(F)(F)F)n2)c(OC)c1 returned L929 necroptosis 0.5, Wee1 degr inh -2.5, PPC-1+TRAIL kill 9.2, TNF death inh -1.3, FXIa inh -2.2, CHOP inh 25.5, FXIIa inh 1536 -9.2, EP2 antag 14.6 and Tb hexokinase -8.2.
`COC(=O)C1=C(C(=O)OC)C(c2cc([N+](=O)[O-])ccc2O)c2sc(=O)[nH]c2S1` (stereo not given) gave L929 necroptosis 2.8, Wee1 degr inh -0.1, PPC-1+TRAIL kill -12.5, TNF death inh -1.6, FXIa inh -5.2, CHOP inh 14.1, FXIIa inh 1536 4.1, EP2 antag 9.3 and Tb hexokinase -18.3.
For CC(C)N(C(=O)Cn1c(SCC(=O)NCc2ccc3c(c2)OCO3)nc2ccccc21)C(C)C the results were L929 necroptosis 0.3, Wee1 degr inh 2.3, PPC-1+TRAIL kill 19.1, TNF death inh 0.6, FXIa inh 9.6, CHOP inh 2.9, FXIIa inh 1536 17.1, EP2 antag 5.4 and Tb hexokinase 4.5.
`COc1ccc(C(=O)COC(=O)CCN=C2NS(=O)(=O)c3ccccc32)cc1OC` gave L929 necroptosis -0.3, Wee1 degr inh -1.7, PPC-1+TRAIL kill -3.3, TNF death inh -3.3, FXIa inh -2.3, CHOP inh 1.1, FXIIa inh 1536 12.8, EP2 antag 9.4 and Tb hexokinase -5.8.
COC(=O)CSc1nc2ccccc2nc1SCC(=O)OC was read as L929 necroptosis 1.2, Wee1 degr inh -0.1, PPC-1+TRAIL kill -5.9, TNF death inh 1.6, FXIa inh -0.6, CHOP inh 22.3, FXIIa inh 1536 -19.2, EP2 antag 13.6 and Tb hexokinase -5.6.
Screening O=C(O)c1cc(S(=O)(=O)N2CCCCC2)ccc1F returned L929 necroptosis 0.8, Wee1 degr inh 2.8, PPC-1+TRAIL kill 1.0, TNF death inh 0.1, FXIa inh -4.6, CHOP inh 8.8, FXIIa inh 1536 9.4, EP2 antag 5.4 and Tb hexokinase 5.2.
COc1ccc(Nc2ccc(C(=O)O)cc2[N+](=O)[O-])cc1 was read as L929 necroptosis -0.1, Wee1 degr inh 3.4, PPC-1+TRAIL kill 14.4, TNF death inh 0.7, FXIa inh 3.8, CHOP inh 2.0, FXIIa inh 1536 9.4, EP2 antag 8.3 and Tb hexokinase 2.8.

Next part (2 carried over from the part before).
Screening O=C(O)c1cc(S(=O)(=O)N2CCCCC2)ccc1F returned L929 necroptosis 0.8, Wee1 degr inh 2.8, PPC-1+TRAIL kill 1.0, TNF death inh 0.1, FXIa inh -4.6, CHOP inh 8.8, FXIIa inh 1536 9.4, EP2 antag 5.4 and Tb hexokinase 5.2.
COc1ccc(Nc2ccc(C(=O)O)cc2[N+](=O)[O-])cc1 was read as L929 necroptosis -0.1, Wee1 degr inh 3.4, PPC-1+TRAIL kill 14.4, TNF death inh 0.7, FXIa inh 3.8, CHOP inh 2.0, FXIIa inh 1536 9.4, EP2 antag 8.3 and Tb hexokinase 2.8.
For CCN(CC)CCCNC(=O)c1cc(-c2ccc(Cl)cc2)on1 the results were L929 necroptosis 13.8, Wee1 degr inh 4.3, PPC-1+TRAIL kill -12.0, TNF death inh 2.0, FXIa inh -0.2, CHOP inh 15.5, FXIIa inh 1536 16.2, EP2 antag 6.9 and Tb hexokinase 9.3.
For Brc1ccc(-c2nc(-c3ccccc3)no2)o1 the results were L929 necroptosis 0.2, Wee1 degr inh -0.8, PPC-1+TRAIL kill 14.4, TNF death inh -3.6, FXIa inh 2.4, CHOP inh 53.6, FXIIa inh 1536 13.7, EP2 antag 4.4 and Tb hexokinase -3.2.
For COc1ccc(NC2CC(=O)NC2=O)cc1 (stereo not given) the results were L929 necroptosis -0.2, Wee1 degr inh 2.3, PPC-1+TRAIL kill 7.8, TNF death inh -3.2, FXIa inh -4.3, CHOP inh 19.0, FXIIa inh 1536 8.8, EP2 antag 12.0 and Tb hexokinase 3.3.
`O=C(/C=C/c1ccco1)Nc1ccccn1` gave L929 necroptosis 2.0, Wee1 degr inh 2.8, PPC-1+TRAIL kill 28.8, TNF death inh -3.8, FXIa inh 9.1, CHOP inh 19.0, FXIIa inh 1536 14.4, EP2 antag 9.4 and Tb hexokinase -33.1.
`CC(C)(C)c1ccc(OCC(=O)Nc2ccc3c4c(cccc24)C(=O)NC3=O)cc1` gave L929 necroptosis 70.3, Wee1 degr inh -2.0, PPC-1+TRAIL kill -2.5, TNF death inh 0.0, FXIa inh -3.0, CHOP inh 32.2, FXIIa inh 1536 2.4, EP2 antag 3.7 and Tb hexokinase -1.0.
CCOc1ccccc1NC(=O)C(OC(=O)C1CC1)c1ccccc1 (stereo not given) was read as L929 necroptosis 0.3, Wee1 degr inh 4.2, PPC-1+TRAIL kill 19.1, TNF death inh -1.6, FXIa inh -0.5, CHOP inh 13.9, FXIIa inh 1536 11.9, EP2 antag 9.3 and Tb hexokinase -6.2.
`COc1ccc(-c2nn(-c3ccccc3)cc2/C=C(\CC(=O)O)c2nc3ccccc3s2)cc1OC` gave L929 necroptosis 11.9, Wee1 degr inh 0.1, PPC-1+TRAIL kill 20.7, TNF death inh -1.1, FXIa inh 5.6, CHOP inh 17.8, FXIIa inh 1536 6.7, EP2 antag -0.2 and Tb hexokinase -6.3.
For CC1CCCN(CC(=O)N2c3ccccc3Sc3ccccc32)C1 (stereo not given) the results were L929 necroptosis 1.3, Wee1 degr inh -0.8, PPC-1+TRAIL kill -5.5, TNF death inh 1.7, FXIa inh -4.0, CHOP inh 11.8, FXIIa inh 1536 1.4, EP2 antag 0.9 and Tb hexokinase 1.7.
For CSc1ccccc1C(=O)NC1CCCCC1 the results were L929 necroptosis 0.7, Wee1 degr inh 0.7, PPC-1+TRAIL kill 1.8, TNF death inh 0.5, FXIa inh 0.2, CHOP inh -1.3, FXIIa inh 1536 4.5, EP2 antag 7.2 and Tb hexokinase -0.8.
For O=C(CCCN1C(=O)c2cccc3cccc(c23)C1=O)N1CCN(c2ncccn2)CC1 the results were L929 necroptosis 2.8, Wee1 degr inh -0.9, PPC-1+TRAIL kill 20.6, TNF death inh 0.1, FXIa inh -5.5, CHOP inh 23.5, EP2 antag 8.5 and Tb hexokinase -13.1.

An excerpt, so the mix of outcomes need not match the whole.
